procasp3 activ = procaspase-3 (human) activation; P42574; recombinant procaspase-3 D3A, Ac-DEVD-pNA absorbance 405 nm; activation, % at 8.5 µM; hit rate 0.11% among 330,000; AID 463141;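 active means activation above the mean of all tested compounds plus 3 SD, cut at about 21% in these data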;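 further: 0% = DMSO alone and 100% = DMSO wells spiked with extra 5 µM PC-3 D3A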
Target sequence (P42574 whole entry D9A/D28A/D175A): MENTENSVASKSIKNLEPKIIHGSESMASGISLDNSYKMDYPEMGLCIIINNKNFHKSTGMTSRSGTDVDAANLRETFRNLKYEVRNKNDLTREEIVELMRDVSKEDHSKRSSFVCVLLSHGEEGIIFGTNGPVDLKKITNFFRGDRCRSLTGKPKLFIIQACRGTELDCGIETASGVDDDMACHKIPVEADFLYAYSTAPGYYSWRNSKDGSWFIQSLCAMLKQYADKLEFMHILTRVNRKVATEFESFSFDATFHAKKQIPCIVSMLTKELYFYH
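System: Procaspase-3 D3A mutant. Medium: Zinc-free 300 mM NaCl, 50 mM HEPES, 0.01% Triton X-100. Schedule: 1 h preincubation plus 2 h reaction at 25 °C. Measured by: 405 nm absorbance of p-nitroaniline, reads at 0 and 120 min. Read-out: percent activation relative to control range.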
RPL19A-GFP yeast = alters RPL19A-GFP fluorescence in TOR pathway yeast screen. hit rate 0.3% among 330,000. S. cerevisiae RPL19A-GFP strain, flow cytometry, 3 h; active compounds read low. percent response vs DMSO, % at 10 µM;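 active means percent response vs DMSO below 50%; inconclusive means fewer than 70 events counted for the yeast strain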;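 further: median channel GFP fluorescence of the barcoded RPL19A-GFP strain; ratio of sample median GFP to plate DMSO average so 100% = DMSO; lower means less RPL19A-GFP as with rapamycin TOR inhibition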
MEP2 TOR yeast = alters MEP2-GFP fluorescence in TOR pathway yeast screen. S. cerevisiae MEP2-GFP strain, flow cytometry GFP, 3 h; 100% = DMSO control level. GFP response vs DMSO, % at 10 µM. hit rate 0.51% among 330,000. AID 2016;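 active means GFP response versus DMSO above a set limit, roughly screen mean plus 3 SD, cut at about 180% in these data; inconclusive means fewer than 70 cells counted for a yeast strain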;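 further: median GFP fluorescence of the barcode-gated MEP2-GFP cells per well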
LAP4 TOR yeast = alters LAP4-GFP fluorescence in TOR pathway yeast screen. S. cerevisiae LAP4-GFP multiplex, flow cytometry GFP, 3 h; median GFP as percent of DMSO wells. hit rate 0.34% among 320,000. AID 2023. GFP response vs DMSO, % at 10 µM;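 active means GFP response vs DMSO above a set limit, about the screen mean plus 3 SD, cut at about 150% in these data; inconclusive means under 70 cell events counted for the yeast strain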
AHR activator = activators of human aryl hydrocarbon receptor. P35869. AHR-responsive luciferase reporter cells, luminescence. activation, % at 5 µM. hit rate 2.5% among 320,000. AID 2796; in the data active means activation above about 47%;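 further: 0% = vehicle wells and 100% = reference agonist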
Target sequence (P35869 whole entry, looked up): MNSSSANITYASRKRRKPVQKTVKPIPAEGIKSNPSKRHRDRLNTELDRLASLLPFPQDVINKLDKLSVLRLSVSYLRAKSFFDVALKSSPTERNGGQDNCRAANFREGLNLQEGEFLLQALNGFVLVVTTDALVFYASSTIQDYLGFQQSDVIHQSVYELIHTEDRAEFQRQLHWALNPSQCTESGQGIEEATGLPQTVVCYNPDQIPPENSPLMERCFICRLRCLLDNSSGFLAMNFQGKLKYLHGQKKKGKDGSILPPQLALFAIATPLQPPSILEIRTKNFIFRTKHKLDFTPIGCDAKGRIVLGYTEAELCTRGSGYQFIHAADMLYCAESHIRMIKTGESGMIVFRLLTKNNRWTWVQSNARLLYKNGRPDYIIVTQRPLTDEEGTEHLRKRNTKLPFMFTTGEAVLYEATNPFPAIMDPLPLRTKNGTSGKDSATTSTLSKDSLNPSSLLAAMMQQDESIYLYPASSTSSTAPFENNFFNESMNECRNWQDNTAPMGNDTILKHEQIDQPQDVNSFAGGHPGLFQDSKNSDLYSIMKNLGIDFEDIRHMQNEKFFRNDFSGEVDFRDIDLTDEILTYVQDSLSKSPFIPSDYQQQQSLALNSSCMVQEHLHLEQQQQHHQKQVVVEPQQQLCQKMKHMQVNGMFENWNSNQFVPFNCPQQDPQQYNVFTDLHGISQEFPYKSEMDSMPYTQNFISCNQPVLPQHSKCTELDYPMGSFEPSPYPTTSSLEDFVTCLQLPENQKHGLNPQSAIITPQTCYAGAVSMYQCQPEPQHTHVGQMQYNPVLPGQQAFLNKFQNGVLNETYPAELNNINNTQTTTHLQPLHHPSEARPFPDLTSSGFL
procasp7 counter = activates human procaspase-7, counter-screen for procaspase-3 activators. P55210. recombinant procaspase-7, Ac-DEVD-pNA absorbance 405 nm; D23A/D198A/D206A triple mutant, cannot self-cleave; scale: DMSO 0, 5 µM enzyme 100. activation, % at 8.5 µM. hit rate 0.093% among 330,000. AID 463210;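 active means percent activation above the screen-wide mean plus 3 SD, cut at about 25% in these data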
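Assay system: Uncleavable procaspase-7 mutant enzyme; Input: 2 µM procaspase-7 mutant as dispensed; Also added: DEVD-pNA substrate; Medium: Zinc-free HEPES pH 7.4 with 300 mM NaCl, 0.01% Triton X-100; Timing: 1 h compound preincubation, 2 h substrate cleavage, 25 °C; Measured by: Epi-absorbance of released pNA at 405 nm, two timepoints.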
EBNA-1 inh = blocks EBNA-1 binding to DNA; EBNA-1 DNA binding, fluorescence polarization; AID 1950; inhibition, % at 14.8 µM; hit rate 0.34% among 300,000; in the data active means inhibition above about 28%
ZTA counter = ZTA (EBV) inhibition in EBNA-1 counter-screen; ZTA-DNA binding, fluorescence polarization; inhibition, % at 11 µM; hit rate 0.15% among 320,000; AID 2234; in the data active means inhibition above about 33%
* = called active by the depositor; ? = inconclusive; . = no result given; [ ] = remark or other dose.

The line under a structure holds: LAP4 TOR yeast	EBNA-1 inh	MEP2 TOR yeast	RPL19A-GFP yeast	procasp3 activ	AHR activator	procasp7 counter	ZTA counter
> COc1ccc(CN(C)C(=O)c2ccc(NC(=O)CC3SC(N4CCCC4)=NC3=O)cc2)c(OC)c1 (stereo unspecified)
    110	6	100	97	12	2	13	-15
> Cc1ccccc1Cn1cc(NC(=O)c2nn(C)cc2Cl)cn1
    100	7	102	103	9	10	-8	3
> COc1cc(COCC(O)CN2CCN(Cc3ccccc3)CC2)cc(OC)c1OC (stereo unspecified)
    104	-9	108	99	-3	24	12	-14
> COc1ccccc1NC(=S)N(CCN(C)C)C(C)c1ccncc1 (stereo unspecified)
    102	8	102	99	-2	0	-6	-21
> COc1cc(CN2CCN(C(=O)c3cccc4ccccc34)CC2)cc(OC)c1O
    81	0	104	100	3	3	-2	5
> Cc1ccc2c(C)nc(Nc3ncc4c(n3)CCCC4=O)nc2c1
    101	-4	100	103	-8	12	0	9
> CCOc1ccc(NC(=O)c2ccc(CSc3nnnn3C)cc2)cc1
    87	-5	89	107	6	8	2	15
> Cc1ccc(Oc2ncnc3sccc23)cc1
    96	11	104	96	5	8	-1	-6
> O=C(NCCC1=CCCCC1)C1CCN(S(=O)(=O)c2cccc(C(F)(F)F)c2)CC1
    109	.	105	100	0	0	4	-8
> CCn1c(SCC(=O)NC2=NCCS2)nnc1C(C)NC(=O)c1ccccc1Br (stereo unspecified)
    93	1	100	103	-2	1	9	-5
> O=C1CCc2cc(S(=O)(=O)N3CCCC3C(=O)N3CCN(c4ccccc4F)CC3)ccc2N1 (stereo unspecified)
    96	-6	105	97	7	-2	8	-8
> O=C(O)CC(Cc1ccc(Br)cc1)C(=O)Nc1ccccc1 (stereo unspecified)
    97	6	102	100	-3	0	10	14
> Nc1nc(N)c(N=Nc2ccc(SCC(=O)O)cc2)c(=O)[nH]1
    102	3	107	109	-18	1	-1	4
> CCc1nnc(NC(=O)C2=NN(C3CCS(=O)(=O)C3)C(=O)CC2)s1 (stereo unspecified)
    94	1	90	93	0	0	4	14
> O=c1c2cc(F)ccc2[nH]c(=S)n1CCCN1CCOCC1
    98	10	103	102	-4	-1	5	18
> CN(CC(=O)Nc1ccc(N2CCOCC2)cc1)C(=O)CSc1ccc(F)cc1
    104	0	97	97	7	2	1	-1
> O=C(c1ccc(Cl)c(S(=O)(=O)N2CCOCC2)c1)N1CCCC1
    90	-7	103	103	-4	-1	0	-1
> COc1ccc(NC(=S)N2CCN(Cc3ccc(C)cc3)CC2)cc1
    116	-6	106	100	-8	0	-13	-8
> CC1(C)CC(=O)C/C(=N\NC(=O)C2CC2c2ccccc2)C1 (stereo unspecified)
    93	4	92	96	4	0	2	-14
> Cc1ccc(CNC(=O)C2CCN(S(=O)(=O)c3c(C)noc3C)CC2)cc1
    97	-9	97	95	4	2	5	2
> COc1ccc(Cc2nnc(-c3ccccc3)o2)cc1
    116	10	93	91	8	4	2	16
> CCCc1nc2ccccc2c(=O)n1/N=C/c1ccc(O)cc1O
    100	5	110	98	-22	6	-42	-12
> CC(Oc1ccc(F)cc1)C(=O)Nc1cc(S(=O)(=O)N2CCCCC2)ccc1N1CCOCC1 (stereo unspecified)
    106	-1	99	100	-7	3	-6	-5
> COc1ccc(NC(=O)Cc2c(Cl)cccc2Cl)cn1
    104	-4	110	106	1	-1	2	1
> COC(=O)c1[nH]c2ccc(Br)cc2c1NC(=O)CN1CCCCC1CCO (stereo unspecified)
    91	2	103	107	-3	19	15	12
> O=[N+]([O-])c1cccc(N2Cc3ccccc3C2)c1
    105	-12	104	99	-6	-1	-2	-8
> O=C(CSc1nc2ccccc2nc1N1CCCC1)Nc1ccc(Cl)cc1
    103	3	98	98	3	4	12	21
> Cc1ccnn1CC(=O)N/N=C/c1cn[nH]c1-c1ccccc1
    105	-6	97	99	0	28	5	10
> CCOC(=O)Cc1csc(NC(=O)CCc2ccc(S(=O)(=O)N3CCOCC3)cc2)n1
    106	-8	102	100	7	-1	-2	-10
> CCOC(=O)c1c(NC(=O)c2ccnn2C)sc(C)c1C
    97	-23	107	97	-2	2	6	-1
> O=C(Cc1cccs1)N1CCN(c2ccc(F)cc2)CC1
    96	-4	92	88	0	-1	-2	0
> CCN(C(=O)COC(=O)CNC(=O)c1sc2ccccc2c1Cl)C1CCCCC1
    100	-16	88	90	2	-2	-1	-5
> O=C1c2cccc(OCC(=O)N3N=C(c4cccs4)CC3c3ccc(F)cc3)c2CCN1Cc1cccnc1 (stereo unspecified)
    103	0	104	105	-1	9	4	2
> CCOC(=O)c1c(C)oc2c1c1c(c3ccccc32)OCN(Cc2ccccn2)C1
    103	-3	98	95	7	5	-5	-1
> CCOC(=O)c1c(CN(C)C)n(C)c2ccc(OC(C)=O)cc12
    100	0	96	94	1	2	11	-5
> COc1ccc(/C=C(/NC(=O)/C=C/c2ccccc2)C(=O)O)cc1
    100	-4	106	96	-1	0	-2	-10
> O=C(Cc1csc(Nc2nc(=S)[nH]c3ccccc23)n1)NCc1ccc(Cl)cc1
    114	-3	101	95	-7	26	5	15
> Cc1cc(C(=O)N/N=C/c2ccc([N+](=O)[O-])s2)n[nH]1
    93	-1	98	100	5	2	-2	4
> CCn1cc(C(=O)NCCCO)c(=O)c2cc(F)c(N3CCN(C)CC3)cc21
    98	-1	97	105	-1	1	13	-6
> O=C1c2ccccc2CN1Cc1ccccc1
    93	2	106	107	9	0	-2	-26
> O=C(Nc1cccc(S(=O)(=O)C(F)F)c1)c1ccc(S(=O)(=O)N2CCOCC2)cc1
    109	2	101	101	1	3	2	6
> O=C(Nc1nn(Cc2ccccc2F)cc1Br)c1cccs1
    99	-5	98	92	-7	-1	2	14
> Cc1nc2ccccc2n1CC(=O)NC(C)C1CC2CCC1C2 (stereo unspecified)
    98	-4	103	98	14	-2	6	15
> O=C(Cn1nnc(-c2ccc3c(c2)OCO3)n1)NCc1ccccc1
    114	19	108	101	10	8	9	6
> COCCN(C(=O)C1CC(=O)N(Cc2ccc(C)cc2)C1)c1c(N)n(CC(C)C)c(=O)[nH]c1=O (stereo unspecified)
    99	.	101	98	10	1	5	-7
> CC(C)NC(=O)c1ccc(NC(=O)CC2SC(N3CCCCC3)=NC2=O)cc1 (stereo unspecified)
    89	.	95	94	0	-1	6	-13
> CCOC(=O)N1CCN(S(=O)(=O)c2ccc(C(=O)N(CCN(CC)CC)c3nc4c(C)cccc4s3)cc2)CC1
    126	5	111	102	4	-1	6	-7
> Cc1ccc(C(=O)N2c3ccc(F)cc3CCC2C)o1 (stereo unspecified)
    87	-4	97	92	-4	9	3	-13
> CCOCCCNC(=O)C1(O)c2cc(Br)ccc2NC(=O)N1c1ccc(CC)cc1 (stereo unspecified)
    104	-17	99	100	9	7	-1	-3
> CCOC(=O)CNC(=O)Cn1cnc2c(nnn2-c2ccc(C)cc2)c1=O
    95	0	99	98	12	-1	-4	0
> C=CCNC(=S)NNC(=O)c1cccn(Cc2ccc(Cl)c(Cl)c2)c1=O
    102	1	104	96	1	17	-1	9
> Cc1onc(-c2ccccc2)c1C(=O)N1CCN(c2ccccc2F)CC1
    87	-10	119	92	-11	-1	12	-9
> CC(C)C[C@H](NC(=O)N1CCCCCC1)C(=O)O
    109	4	99	101	5	1	1	6
> O=C(NCCC1=CCCCC1)C(=O)NCC1OCCCN1S(=O)(=O)c1cc(F)ccc1F (stereo unspecified)
    96	0	107	104	-4	1	7	-34
> Cn1cnc(S(=O)(=O)N2CCN(C(c3ccc(F)cc3)c3ccc(F)cc3)CC2)c1
    94	9	90	95	10	-3	5	-9
> CCCN(Cc1ccc(C)cc1)C(=O)c1ccc(CNS(=O)(=O)c2ccc(C(C)=O)cc2)cc1
    75[may fluoresce red and violet]	.	103[may fluoresce red and violet]	?	9	4	-6	-13
> O=C(COC(=O)c1n[nH]c2ccccc12)NC1CCCCC1
    100	.	101	93	-3	5	11	.
> CCc1nc(SCC(=O)Nc2nnc(CC)s2)c2c(C)c(C)sc2n1
    94	-4	103	101	4	-1	4	-5
> CCOc1cc(C(C(=O)NCC2CCCO2)N(C(=O)Cn2nnc3ccccc32)c2ccccc2C(C)=O)ccc1O (stereo unspecified)
    92	-3	102	104	3	1	8	-5
> CC(=O)c1c(N)n(C)c(=O)n(C)c1=O
    96	-1	98	98	-3	2	0	2

Gathered by group: the compounds so far containing a nitro group on carbon
The line under a structure holds: LAP4 TOR yeast	EBNA-1 inh	MEP2 TOR yeast	RPL19A-GFP yeast	procasp3 activ	AHR activator	procasp7 counter	ZTA counter
> O=[N+]([O-])c1cccc(N2Cc3ccccc3C2)c1
    105	-12	104	99	-6	-1	-2	-8
> Cc1cc(C(=O)N/N=C/c2ccc([N+](=O)[O-])s2)n[nH]1
    93	-1	98	100	5	2	-2	4

(cont.)
The line under a structure holds: LAP4 TOR yeast	EBNA-1 inh	MEP2 TOR yeast	RPL19A-GFP yeast	procasp3 activ	AHR activator	procasp7 counter	ZTA counter
> CC(=O)Nc1ccc(S(=O)(=O)NCC(C)NS(=O)(=O)c2ccc(NC(C)=O)cc2)cc1 (stereo unspecified)
    92	1	101	98	6	-3	-5	3
> CCS(=O)(=O)c1ccc2oc(Nc3cccc(OC)c3)nc2c1
    89	-4	96	101	6	21	10	-24
> Cc1ccc(C(=O)C2CCN(CC(=O)NC3CCCCC3)CC2)cc1
    101	-7	99	99	2	1	3	-8
> Cc1ccc2nc(Cn3cc(C(F)(F)F)ccc3=O)cc(=O)n2c1
    98	-1	95	93	6	-3	5	-8
> CCCOc1cccc(-c2nc3ccccc3c(=O)o2)c1
    103	-2	102	104	1	21	-7	-8
> COc1ccc(-c2nc3c(s2)CCc2onc(-c4ccc(Br)cc4)c2-3)cc1
    121	4	90	99	-4	14	6	9
> COC(C)(C)[C@@H](O)COc1c2ccoc2cc2oc(=O)ccc12
    104	.	99	99	10	14	-2	16
> CCOC(=O)N/N=C/c1cn(CCCOc2ccc(C)cc2)c2ccccc12
    98	-4	102	102	-1	32	5	3
> CC(=O)c1ccc(NC(=O)CN2CCN(c3ccccc3)CC2)cc1
    100	-11	102	100	-11	3	-11	16
> COc1ccc(/C=C(\C#N)c2cc(OC)c(OC)cc2[N+](=O)[O-])cc1
    100	12	100	98	8	13	6	16
> COc1ccc2c(c1)C(=NO)c1cc(OC)ccc1-2
    113	4	109	97	5	1	4	-7
> COc1ccccc1NC(=O)c1cc(S(=O)(=O)N2CCCCCC2)ccc1F
    97	1	103	101	4	0	-2	4
> CNc1nnc(-c2cc3ccccc3oc2=O)s1
    102	6	102	92	3	-3	-5	1
> COc1cc(/C=N/NC(=S)NC2CC3CC2C2C=CCC32)ccc1O (stereo unspecified)
    101	-2	103	104	6	9	3	-4
> Cc1ccc(Cl)c(NC(=O)CSc2n[nH]c(=O)n2C2CC2)c1Cl
    94	.	96	95	7	-1	-2	-15
> O=C(NC1c2ccccc2-c2ccccc21)c1ccccc1
    96	16	116	108	5	0	8	-4
> N#C/C(=C\c1ccco1)Sc1nc2ccccc2s1
    99	-5	99	100	2	25	-7	-9
> Cc1ccccc1OCC(O)CN1CCN(C)CC1 (stereo unspecified)
    93	3	105	104	4	1	-8	4

Three of the entries above in order of their number in RPL19A-GFP yeast, descending.
SMILES | LAP4 TOR yeast | EBNA-1 inh | MEP2 TOR yeast | RPL19A-GFP yeast | procasp3 activ | AHR activator
COC(C)(C)[C@@H](O)COc1c2ccoc2cc2oc(=O)ccc12 | 104 | . | 99 | 99 | 10 | 14
CC(=O)Nc1ccc(S(=O)(=O)NCC(C)NS(=O)(=O)c2ccc(NC(C)=O)cc2)cc1 (stereo unspecified) | 92 | 1 | 101 | 98 | 6 | -3
Cc1ccc2nc(Cn3cc(C(F)(F)F)ccc3=O)cc(=O)n2c1 | 98 | -1 | 95 | 93 | 6 | -3
